High-throughput results: PubChem, several laboratories
Rin1-Abl PPI inh – human Rin1-Abl interaction inhibition | AID 588664 | 360,000 tested, 0.4% active | TR-FRET Rin1/Abl binding, biochemical | inhibition, % at 7.35 µM | P00519+Q13671; in the data active means inhibition above about 5%, passing the limit was not always enough
MsrA inh – inhibitors of bovine MsrA; 360,000 tested, 0.75% active; inhibition, % at 15.5 µM; purified bovine MsrA, absorbance read-out; in the data active means inhibition above about 4.5%;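 further: 0% = vehicle wells with enzyme and 100% = reference inhibitor wells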
eLon inh – E. coli protease La inhibition | P0A9M0 | purified E. coli Lon protease, fluorescence polarization | 360,000 tested, 0.42% active | inhibition, % at 7.94 µM; in the data active means inhibition above about 13%, passing the limit was not always enough;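 further: 0% = enzyme with probe and DMSO and 100% = no enzyme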
bovine MsrA act – activates bovine MsrA enzyme | purified bovine MsrA, absorbance read-out | activation, % at 10.6 µM | 360,000 tested, 0.3% active; in the data active means activation above about 7.5%;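 further: 0% = vehicle and 100% = reference activator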
Neddyl block – cullin neddylation inhibition. P61081+Q13564. TR-FRET cullin neddylation, biochemical. calls only at 25 µM. 360,000 tested, 0.58% active; in the data active means inhibition above about 36%
NRP1-CendR mod – NRP-1/CendR interaction modulation; O14786; FAM-RPARPAR peptide binding to NRP-1, fluorescence polarization; inhibition, % at 25 µM; 360,000 tested, 0.85% active; AID 602438;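 active means inhibition or corrected inhibition above about 18%, plus a signal ratio from 0.5 to 1.5, limit read from the data, passing the limit was not always enough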; further: strong numbers were not always called active
Target sequence (O14786 whole entry, looked up): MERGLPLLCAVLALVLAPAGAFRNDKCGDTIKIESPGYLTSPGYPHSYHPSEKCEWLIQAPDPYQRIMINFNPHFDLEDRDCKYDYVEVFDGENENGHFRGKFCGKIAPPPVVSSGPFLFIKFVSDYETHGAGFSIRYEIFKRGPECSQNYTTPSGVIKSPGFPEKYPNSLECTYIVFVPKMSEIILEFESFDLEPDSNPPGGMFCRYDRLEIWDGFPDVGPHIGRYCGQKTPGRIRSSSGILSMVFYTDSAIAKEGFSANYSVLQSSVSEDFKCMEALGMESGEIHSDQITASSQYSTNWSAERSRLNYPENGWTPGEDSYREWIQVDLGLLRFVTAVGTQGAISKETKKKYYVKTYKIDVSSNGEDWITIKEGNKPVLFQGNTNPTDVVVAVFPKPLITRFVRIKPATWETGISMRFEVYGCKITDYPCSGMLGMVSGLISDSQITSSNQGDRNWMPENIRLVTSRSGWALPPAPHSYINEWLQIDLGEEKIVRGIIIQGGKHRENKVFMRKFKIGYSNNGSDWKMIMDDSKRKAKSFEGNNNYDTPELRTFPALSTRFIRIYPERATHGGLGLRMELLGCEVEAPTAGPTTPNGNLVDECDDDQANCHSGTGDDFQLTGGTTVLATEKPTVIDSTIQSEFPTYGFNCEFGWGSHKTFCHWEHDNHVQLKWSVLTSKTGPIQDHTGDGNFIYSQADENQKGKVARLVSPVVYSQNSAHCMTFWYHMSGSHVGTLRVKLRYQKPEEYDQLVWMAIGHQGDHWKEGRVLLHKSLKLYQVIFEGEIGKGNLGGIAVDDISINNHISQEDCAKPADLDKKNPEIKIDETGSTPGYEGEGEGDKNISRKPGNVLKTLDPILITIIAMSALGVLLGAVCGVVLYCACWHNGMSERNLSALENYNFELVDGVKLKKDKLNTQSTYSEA
MT1-MMP act inh – MT1-MMP (human) activation inhibition; 360,000 tested, 0.061% active; GFP/RFP ratio change, % at 20 µM; AID 651647; HT1080 RFP-PRO-GFP cells, GFP/RFP ratio fluorescence, overnight; percent of plate control window, DMSO zero; P50281;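 active means GFP/RFP ratio change of at least 30% with cell ATP level not reduced by more than half and red fluorescence within 50% of control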; further: strong numbers were not always called active
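Assay system: RFP-PRO-GFP reporter HT1080 cells; read-out basis: GFP/RFP fluorescence ratio; benchmarks: DMSO wells and RFP-L50D-GFP cells; doses: 20 µM single dose, 1% DMSO; schedule: overnight cell settling, then overnight compound exposure, 37 °C, 5% CO2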
FAS TE block – blocks the thioesterase domain of human fatty acid synthase; recombinant FAS-TE, OMFH fluorogenic substrate, fluorescence endpoint; AID 602261; 360,000 tested, 0.67% active; P49327; inhibition, % at 15 µM;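 active means compounds whose normalised, plate-corrected inhibition of enzyme fluorescence in the single-dose primary screen is 50% or more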;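 further: 0% = DMSO with enzyme and 100% = substrate without enzyme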
SKN-1 block – blocks SKN-1 activity in C. elegans | inhibition, % at 21.8 µM | AID 624304 | C. elegans VP596 Pgst-4::GFP/RFP ratio, acrylamide-induced, 24 h | 360,000 tested, 0.49% active;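 active means interference check ratio from 0.5 to 1.5 plus GFP to RFP signal ratio inhibition reaching or exceeding a fixed threshold, cut at about 30% in these data, passing the limit was not always enough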; further: some compounds called inactive have numbers as strong as hits
* = called active by the depositor; i = inactive; x = no result given.

Values run as follows: Rin1-Abl PPI inh	MsrA inh	eLon inh	bovine MsrA act	Neddyl block	NRP1-CendR mod	MT1-MMP act inh	FAS TE block	SKN-1 block
- O=C1C2C3C=CC(C4CC34)C2C(=O)N1/N=C/c1cccs1 (stereo not drawn)
    -2	0.5	-2	-5	i	0	-1	-10	11
- O=S(=O)(c1cccs1)N1CCN(CC(O)COc2cc(Cl)ccc2Cl)CC1 (stereo not drawn)
    -1	-1.4	6	-8	i	7	-10	17	7
- COc1ccc(OC)c(C(c2nnnn2CCc2ccccc2)N2CCN(c3ccccc3)CC2)c1 (stereo not drawn)
    1	-0.2	-5	-3	i	6	-25	26	-8
- Cc1cc(C)n(-c2ccc(C(=O)NCc3cccs3)cc2)n1
    3	-0.6	1	-2	i	-1	0	-7	7
- O=C(Nc1c(C(=O)O)[nH]c2ccccc12)NC1CCCCC1
    0	0.2	-3	-4	x	0	-2	-3	0
- CC(=O)n1nc(-c2cccc(C)c2)nc1SCC(=O)Nc1ccccc1
    -2	-0.6	-2	-4	i	-3	0	-10	-7
- Cc1cccc(C(=O)Nc2nnc(S(=O)(=O)N3CCCCCC3)s2)c1
    0	0.8	-1	0	i	-15	1	4	16
- CC(=O)Nc1ccc(NC(=O)COc2c(C)cc(Br)cc2C)cc1
    0	-0.9	-5	-3	i	5	-4	2	3
- O=C(NC1CCN(Cc2nnnn2CCc2ccccc2)CC1)c1ccccc1F
    -7	-0.4	-5	-2	i	-3	3	-9	-8
- Cc1cc(C)n(CC(O)COc2cccc(OCC(O)Cn3nc(C)cc3C)c2)n1 (stereo not drawn)
    -1	-0.7	-1	-3	i	-8	7	-4	1
- COc1ccc(OC)c(C2CC(c3c(-c4ccccc4)c4cc(Cl)ccc4[nH]c3=O)=NN2S(C)(=O)=O)c1 (stereo not drawn)
    -3	0.5	2	2	i	-27	-2	-11	8
- CC(=O)c1cccc(NC(=O)Cn2nc(-c3ccc(Cl)cc3)ccc2=O)c1
    -2	-0.2	-8	-6	i	-2	1	6	-12
- CN1CC(=O)N2[C@H](c3ccc4c(c3)OCO4)c3[nH]c4ccccc4c3C[C@@H]2C1=O
    -1	-1.1	-11	-10	i	-1	-4	-3	9
- COC(=O)C1C2CC(C(Br)C2Br)C1C(=O)O (stereo not drawn)
    2	-0.5	0	-1	i	-1	0	-10	4
- CSc1nc2ccsc2c(=O)n1-c1ccccc1
    0	-1.1	4	-2	i	9	-1	-4	6
- CCCS(=O)(=O)N1CCC(C(=O)N2CCC(Cc3ccccc3)CC2)CC1
    -4	0.3	2	2	i	6	6	-3	-21
- Cc1ccc(C2=NC(C(F)(F)F)(C(F)(F)F)c3c(n(-c4ccc(F)cc4)c(=O)[nH]c3=O)N2)cc1
    2	1.2	-3	-4	i	18	-6	-4	11
- CCOc1ccc(N(CC(=O)Nc2cccc(N(C)S(C)(=O)=O)c2)S(=O)(=O)c2ccccc2)cc1
    -1	-2.0	14	-8	i	4	3	14	-4
- CCN1CCN(S(=O)(=O)c2ccc(Cl)c(C(=O)N(CC)CC(=O)Nc3ccc(OC)cc3)c2)CC1
    3	-0.4	-7	-3	i	9	-4	-4	-12
- C=CCn1c(O)c(N=NC(=S)Nc2ccccc2F)c2ccccc21
    -7	1.9	1	-2	i	-8	5	27	0

An excerpt from above in order of heavy-atom count, highest first.
Values run as follows: Rin1-Abl PPI inh	MsrA inh	eLon inh	bovine MsrA act	Neddyl block	NRP1-CendR mod	MT1-MMP act inh	FAS TE block	SKN-1 block
- CCOc1ccc(N(CC(=O)Nc2cccc(N(C)S(C)(=O)=O)c2)S(=O)(=O)c2ccccc2)cc1
    -1	-2.0	14	-8	i	4	3	14	-4
- CC(=O)c1cccc(NC(=O)Cn2nc(-c3ccc(Cl)cc3)ccc2=O)c1
    -2	-0.2	-8	-6	i	-2	1	6	-12
- CSc1nc2ccsc2c(=O)n1-c1ccccc1
    0	-1.1	4	-2	i	9	-1	-4	6
- COC(=O)C1C2CC(C(Br)C2Br)C1C(=O)O (stereo not drawn)
    2	-0.5	0	-1	i	-1	0	-10	4

New compounds follow:
Values run as follows: Rin1-Abl PPI inh	MsrA inh	eLon inh	bovine MsrA act	Neddyl block	NRP1-CendR mod	MT1-MMP act inh	FAS TE block	SKN-1 block
- CC1CCN(C(=O)C2CCC(C)(C(=O)O)C2(C)C)CC1 (stereo not drawn)
    -1	-1.1	-13	-5	i	10	6	-12	10
- Cc1cccc(/C=N/NC(=O)c2cc(-c3cccnc3)nc3c2c(C)nn3-c2ccccc2)c1
    3	-1.3	3	-4	x	-5	1	15	1
- COCc1cc(=O)n2[nH]c(C(F)(F)F)nc2n1
    -1	1.1	-2	1	i	-1	2	-5	7
- COc1cccc(NC(=O)C2=COCCO2)c1
    0	1.3	-3	-2	i	5	0	-9	1
- COC(=O)c1cc2occc2n1Cc1nc(-c2ccccc2C)oc1C
    -2	-0.6	-12	-1	i	-19	-2	11	3
- Cc1occc1-c1nnc(-c2cc([N+](=O)[O-])cc([N+](=O)[O-])c2)o1
    3	7.7*	5	-3	i	-6	6	21	-1
- COc1ccc(-c2cc(C(=O)Nc3ccccc3SC)no2)cc1
    4	-0.7	-4	-2	i	4	5	-7	-21
- CCOc1ccc(/C=C/C(=O)c2ccccc2)cc1OC
    -1	1.0	-17	-4	i	4	-8	-2	3
- FC(F)(Cl)c1nnc2ccc(Sc3ccccn3)nn12
    4	0.5	-4	0	i	8	-5	-4	-3
- Cc1c(C=NNc2ccccc2)[nH]c(=O)[nH]c1=O
    -3	2.5	7	-2	i	-18	11	0	13
- COc1cccc(C(=O)O/N=C(\N)c2ccc(C)cc2)c1
    1	-0.3	6	-5	i	-1	-1	9	-5
- COc1ccccc1/C=C1\SC(=S)N(C(C(=O)O)c2ccccc2)C1=O (stereo not drawn)
    0	1.6	9	-6	i	-20	3	-2	-7
- CC1(Cc2ccc3c(c2)OCO3)C(=O)Nc2c(Cl)ccc(Cl)c21 (stereo not drawn)
    0	-1.1	2	3	i	-10	-4	12	20
- CCOC(=O)CN1C(=O)N[C@@H](c2ccc(Br)cc2)C(C(=O)OC)=C1C
    5	-0.4	-5	-4	i	0	-1	-6	17
- CCn1cc(C(=O)N2CCc3ccccc32)c(=O)c2cc(S(=O)(=O)N3CC(C)CC(C)C3)ccc21 (stereo not drawn)
    0	0.9	9	7	i	-1	-2	10	2
- Cn1cc(Br)c(NS(=O)(=O)c2ccc(Cl)s2)n1
    1	0.9	-4	1	i	0	0	-7	7
- O=C(COc1ccc2ccccc2c1)Nc1ccc(S(=O)(=O)N2CCCCCC2)cc1
    0	2.4	0	1	i	-9	-4	22	0
- Cc1c(Cl)cnc(NC(=O)COC(=O)CCS(=O)(=O)c2ccccc2)c1Cl
    2	-0.5	-6	-8	i	3	-2	-5	-19
- CC(C)C(NC(=O)CCN1C(=O)c2ccccc2C1=O)c1ccccc1 (stereo not drawn)
    -1	0.2	-15	-8	i	1	2	-8	10
- O=C(CCCc1nc2ccccc2s1)Nc1ccccc1
    1	-0.1	5	-3	i	3	5	-2	-9
- O=c1[nH]c(SCc2ccccc2)nc2[nH]ncc12
    -2	2.3	-8	-1	i	1	4	-11	-7
- CCN1CCN(CCCNC(=O)c2ccc(CS(=O)c3ccc(Br)cc3)o2)CC1 (stereo not drawn)
    -3	1.1	-1	-2	i	10	1	-2	14
- CCC(OC(=O)c1ccco1)C(=O)NCc1ccc2c(c1)OCO2 (stereo not drawn)
    1	-1.4	-3	0	i	5	-3	-3	-3
- O=C(N/N=C/c1c(O)n(-c2ccc(Cl)cn2)c(=O)c2ccccc12)c1ccncc1
    -4	-0.6	-383	4	i	-192	-94	-6	5
- CCOC(=O)C1CCN(C(=O)CN2C(=O)C(CC)Oc3ccccc32)CC1 (stereo not drawn)
    -1	-0.5	6	-1	i	3	9	-4	10
- COc1cc(CCN=Cc2ccccc2O)c([N+](=O)[O-])cc1OC
    3	x	-5	-4	i	-4	1	-2	-11
- CC(=O)Nc1ccc(S(=O)(=O)N(C)CC(=O)NNc2c(F)c(F)cc(F)c2F)cc1
    -2	1.5	5	1	i	-4	-1	-8	-11
- CCN(CC)CCCNC(=O)Cn1ccc2ccccc2c1=O
    2	1.8	2	-6	i	1	-1	-6	2
- CC(=O)CC(=O)NC1C2CC3CC(C2)CC1C3 (stereo not drawn)
    1	-1.0	-6	-4	i	9	9	-4	5
- CN(C)C(=O)c1ccc(Oc2ccc(C(=O)N(C)C)cc2)cc1
    2	-0.8	-4	-3	i	-1	2	-10	6
- O=C1CC(NC(=O)c2ccc(Cl)cc2)C(=O)N1 (stereo not drawn)
    1	-1.0	-7	-4	i	-4	-3	0	6
- O=C(Cn1nnc(-c2ccccc2Cl)n1)N1CCN(S(=O)(=O)c2ccc(Cl)cc2)CC1
    -2	2.1	-1	-2	i	9	-19	22	21
- COc1ccc(-c2nc(-c3ccccn3)ncc2S(C)(=O)=O)cc1
    0	0.1	5	0	i	2	1	-4	3
- CCCCN(C(=O)C1CC(=O)N(c2ccc(CC)cc2)C1)c1c(N)n(CCC)c(=O)[nH]c1=O (stereo not drawn)
    0	0.2	-4	-3	i	-3	1	-4	-17
- O=C1C=C(NCC2CCCO2)C2(CCCCC2)O1 (stereo not drawn)
    0	-1.4	5	-1	i	6	1	-8	16
- COc1ccc(OCC(=O)Nc2c3c(nn2C(C)(C)C)CS(=O)(=O)C3)cc1
    -2	0.1	-6	-4	i	11	1	-4	-16
- CC(NC(=O)C1c2ccccc2Oc2ccccc21)C1CCCO1 (stereo not drawn)
    3	-0.9	-2	-3	i	5	5	-1	4
- Cc1nc2c(OCc3ccc(C(F)(F)F)cc3)cccn2c1N(C)Cc1cccs1
    -2	0.5	1	-1	i	-5	1	21	9
- COc1cc(OC)c(C(=O)Nc2cccc(C(C)=O)c2)cc1OC
    -1	0.2	-9	-5	i	-3	9	0	10
- Cc1ccc(Oc2nc(-c3ccccc3)ncc2S(C)(=O)=O)cc1
    1	0.2	-12	1	i	-10	5	0	-3
- CC(=O)N1CCN(S(=O)(=O)c2cccc(C(=O)OCc3ccc(F)cc3)c2)CC1
    -3	0.1	-3	1	i	-9	3	11	-6
- O=[N+]([O-])c1ccc(N2CCOCC2)cc1SCc1ccco1
    -3	0.0	2	-2	i	1	5	32	16
- C=CCN=C1S/C(=C\c2ccc(N(C)C)cc2)C(=O)N1CC=C
    -2	1.2	-61	0	i	-55	-11	19	12
- COc1c(Br)cc(Br)cc1/C=N/NC(=O)c1ccncc1
    1	0.6	-6	2	i	16	1	-2	5
- COc1ccc(C2C(C(=O)Nc3cc(OC)c(OC)c(OC)c3)c3ccccc3C(=O)N2C)cc1 (stereo not drawn)
    4	-0.5	-2	-2	i	6	3	-2	-3
- CCC(CC)c1nc2ccccc2c(=O)[nH]1
    -2	1.9	4	-3	i	12	-2	0	-3
- C=CCN1C(=O)c2ccc(C(=O)N(CC)CC(=O)Nc3ccc(OC)cc3)cc2C1=O
    -1	1.8	-4	3	i	-1	0	-1	13
- CC1CC(C)CN(S(=O)(=O)c2ccc3c(c2)oc(=O)n3CC(=O)N2CCOCC2)C1 (stereo not drawn)
    4	-1.1	-5	-6	i	10	0	2	9
- O=C(Nc1ccc(S(=O)(=O)N2CCOCC2)cc1)c1ccc2c(c1)OCO2
    -1	0.9	-2	-6	i	-3	-3	-9	-13
- COc1cccc(OC)c1C(=O)Nc1cccc(C(=O)Nc2cccc(C(=O)O)c2)c1
    1	1.8	-10	-2	i	7	-1	-1	3
- O=C(NN1C(=O)c2ccccc2NC1c1ccco1)c1ccccc1 (stereo not drawn)
    2	2.2	5	-2	i	5	-3	-2	-14
- Cc1ccc(NC(=O)CN(C)C(=O)c2nn(C)c(=O)c3ccccc23)cc1
    0	1.2	-2	-2	i	5	3	-2	3
